# Assay outcomes: PubChem, several laboratories
# STAT1 act: STAT1 signaling activators, primary screen, cell-based, HTS, luciferase reporter; NIH 3T3 STAT1-luciferase reporter, IFN-gamma, luminescence; 100% = IFN-gamma alone, no compound; activation (% of control), % at 5.5 µM; 200,000 tested, 2.6% active;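 active = activation above the screen-wide mean activation plus 3 SD, cut at about 130% in these data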;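 also: raw ratio to IFN-gamma control signal so 100% means no change and 0% no light; values of inactives mirror those of a sister screen read the other way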
# STAT3 blocker: IL-6 driven STAT3 reporter inhibitors, primary screen, U3A cells, luciferase, luminescence, MLSCN library; IL-6 STAT3-luciferase reporter; host cell line lacks STAT1; 190,000 tested, 0.89% active; inhibition, % at 5.5 µM;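 active = inhibition above the mean inhibition across all screened compounds plus 3 SD, cut at about 44% in these data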;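 also: 0% = DMSO only wells and 100% = 100 µM nifuroxazide control wells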
# DTT redox prof: compounds producing H2O2 with reducing agent – biochemical, NIH compound library profiling, artefact control for MLSCN library redox annotation, primary screen | 200,000 tested, 0.03% active | activation, % at 10 µM | DTT-dependent redox cycling H2O2, phenol red/HRP absorbance; 100% = 100 µM peroxide control, 0% = buffer | AID 878, 2007;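 active = activation of at least 50% relative to the plate's high and low controls in the primary single-dose screen; inactive = activation below 50%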;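 also: compound incubated with DTT at 0.8 mM final as the reducing agent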
# STAT3 activator: IL-6 driven STAT3 reporter potentiators, primary screen, U3A cells, luciferase, luminescence, MLSCN library; AID 871, 2007; activation (% of control), % at 5.6 µM; 190,000 tested, 0.91% active; IL-6 STAT3-luciferase reporter; 100% = signal with IL-6 EC80 alone;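 active = activation above the screen-wide mean of compound activation plus 3 SD, cut at about 130% in these data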;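 also: 0% = background luminescence of wells with medium and substrate only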
#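 Detection: reporter luminescence signal / Assay system: STAT1-lacking human U3A cells, STAT3 luciferase reporter / Incubation: compound pre-incubation 1 h before IL-6, then 6 h stimulation at 37 °C / Control set: IL-6-only high control / Read-out: % activation relative to IL-6 control / Probe or stimulus: Interleukin-6, 33 ng/mL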
# TLR4-MyD88 BLA: inhibitors of TLR4-MyD88 association in cells, primary screen, cell-based, HeLa CL3-4, BLA complementation, FRET ratio | Toll-like receptor 4 (Homo sapiens) + Myeloid differentiation primary response protein … | HeLa CL3-4 TLR4/MyD88 BLA complementation | inhibition, % at 8.4 µM | 200,000 tested, 0.18% active; in the data active = inhibition above about 25%;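 also: 0% = vehicle and 100% = reference inhibitor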
# Target sequence (O00206 whole entry, looked up): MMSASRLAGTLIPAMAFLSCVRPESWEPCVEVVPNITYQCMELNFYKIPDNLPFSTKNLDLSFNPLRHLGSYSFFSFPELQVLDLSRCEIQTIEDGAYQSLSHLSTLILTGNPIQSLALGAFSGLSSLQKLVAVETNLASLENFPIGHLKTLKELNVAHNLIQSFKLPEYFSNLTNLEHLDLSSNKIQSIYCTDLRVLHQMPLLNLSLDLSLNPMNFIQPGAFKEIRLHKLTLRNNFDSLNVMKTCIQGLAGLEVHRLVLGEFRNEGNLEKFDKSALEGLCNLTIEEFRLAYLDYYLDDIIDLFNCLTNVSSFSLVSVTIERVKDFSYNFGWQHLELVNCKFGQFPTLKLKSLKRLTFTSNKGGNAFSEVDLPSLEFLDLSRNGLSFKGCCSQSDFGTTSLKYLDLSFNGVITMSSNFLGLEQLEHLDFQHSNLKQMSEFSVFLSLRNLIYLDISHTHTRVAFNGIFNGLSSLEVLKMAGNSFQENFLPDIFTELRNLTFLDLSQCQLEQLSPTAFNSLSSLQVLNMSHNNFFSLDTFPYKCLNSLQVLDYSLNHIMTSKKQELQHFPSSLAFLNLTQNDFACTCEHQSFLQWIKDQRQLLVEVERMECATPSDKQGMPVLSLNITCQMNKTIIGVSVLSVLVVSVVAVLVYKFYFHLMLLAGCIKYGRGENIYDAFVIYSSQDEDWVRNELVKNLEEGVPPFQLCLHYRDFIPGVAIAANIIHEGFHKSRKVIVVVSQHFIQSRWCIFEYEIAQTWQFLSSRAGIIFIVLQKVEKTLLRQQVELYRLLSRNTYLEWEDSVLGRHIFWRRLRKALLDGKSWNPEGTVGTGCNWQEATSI
# Target sequence (Q99836 whole entry, looked up): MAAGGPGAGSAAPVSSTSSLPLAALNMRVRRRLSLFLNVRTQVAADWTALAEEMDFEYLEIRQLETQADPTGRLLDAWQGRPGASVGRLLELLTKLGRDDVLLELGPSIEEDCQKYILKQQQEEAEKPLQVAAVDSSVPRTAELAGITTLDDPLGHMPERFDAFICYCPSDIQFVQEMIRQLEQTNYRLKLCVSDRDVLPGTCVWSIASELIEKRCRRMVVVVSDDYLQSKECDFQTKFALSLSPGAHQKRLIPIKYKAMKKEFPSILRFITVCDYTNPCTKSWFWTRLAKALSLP
# Efa HMGR inh: inhibitors of E. faecalis class II HMGR, primary screen, biochemical, Enterococcus faecalis | HMG-CoA reductase (Enterococcus faecalis, mvaE) | purified E. faecalis HMGR, NADPH absorbance 340 nm kinetic | inhibition, % at 10 µM | 190,000 tested, 0.41% active | AID 1066, 2008;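 active = inhibition above a set limit, the median over all tested compounds plus 3 SD, cut at about 9.5% in these data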;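 also: enzyme runs in reverse so mevalonate oxidation gives rising NADPH absorbance; 0% = complete reaction with DMSO and 100% = background rate lacking mevalonate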
# Hsp70 act: Hsp70 transcriptional activators, primary screen, cell-based, HeLa, Hsp70 promoter luciferase, luminescence, 10 µM; HeLa Hsp70 promoter luciferase reporter; scaled: vehicle 0, proteasome-inhibitor control 100%; activation, % at 10 µM; 200,000 tested, 0.04% active; AID 1203, 2008;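 active = activation above the mean across all tested compounds plus 3 SD, cutoff set per campaign, cut at about 5.5% in these data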;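 also: 100% = MG132 at 30 µM as the positive control and 0% = DMSO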
# STAT1 inh: STAT1 signaling inhibitors, primary screen, cell-based, HTS, luciferase reporter; AID 920, 2007; NIH 3T3 STAT1-luciferase reporter, IFN-gamma, luminescence; inhibition, % at 5.5 µM; 200,000 tested, 0.35% active;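 active = inhibition above a set limit, the mean inhibition across all tested compounds plus 3 SD, cut at about 34% in these data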;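 also: 0% = IFN-gamma with DMSO and 100% = IFN-gamma with 300 µM nifuroxazide; values of inactives mirror those of a sister screen read the other way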
# NF-kB expr up: activators of NF-kB expression in neurons, primary screen, cell-based, HTS | human neuronal cells, NF-kB reporter expression; stronger effect = higher value | fold change at 12.5 µM | 190,000 tested, 1.6% active; in the data active = fold change above about 3.3
# APP 5'UTR act: activators of APP 5'UTR luciferase reporter, primary screen, SH-SY5Y cells. activation, % at 2 µM. 190,000 tested, 1% active. AID 1276, 2008. SH-SY5Y APP 5'UTR luciferase reporter, luminescence; zero percent = DMSO vehicle wells;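 active = activation above a set limit, based on mean plus 3 SD of controls, cut at about 140% in these data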; also: values of inactives mirror those of a sister screen read the other way
# Starred values were filed as active, the others as inactive; x = not tested or not shown.
SMILES,STAT1 act,STAT3 blocker,DTT redox prof,STAT3 activator,TLR4-MyD88 BLA,Efa HMGR inh,Hsp70 act,STAT1 inh,NF-kB expr up,APP 5'UTR act
CCN1CCN(C(=O)CSc2cc(=O)n(C)c3ccccc23)CC1,95,17,-1.2,89,-18,-8,0.1,4,x,2
COc1ccc(CCNC(=O)CN(c2ccccc2)S(C)(=O)=O)cc1OC,95,2,-0.1,99,0,4,-0.5,5,1.1,22
COc1ccc(Cl)cc1NC(=O)CSc1nnc(Cc2cccn2C)n1-c1ccc(F)cc1,103,-20,-2.1,116,0,1,-0.3,-2,0.51,1
CCCC(=O)Nc1ccc(Cl)c(NC(=O)c2ccc(Br)o2)c1,97,26,-1.0,81,8,1,-0.4,1,0.87,-3
Cc1cccc(N2CCN(C(=O)/C=C/c3cccs3)CC2C)c1 (configuration not stated),103,-1,-0.2,105,-19,-7,-0.2,-3,1.1,8
CCn1c(C)nc2cc(C(=O)NNC(=O)Nc3cccc(Cl)c3)ccc21,110,-2,-0.5,106,3,-2,-0.2,-13,1,3
COC(=O)c1sc(=S)n(-c2cc(F)ccc2F)c1N,100,6,-0.5,97,0,-1,0.4,-1,0.79,2
CCCC(C)NC(=O)C1CCN(S(=O)(=O)c2ccccc2)CC1 (configuration not stated),89,5,0.1,101,2,1,-0.5,12,1.1,-22
COc1ccc(CC(=O)NNc2ncnc3c2cnn3C)cc1,96,18,0.0,84,3,-4,-0.3,5,0.94,-4
Cc1ccc2cc(CN(CCCO)S(=O)(=O)c3cccc4nsnc34)c(=O)[nH]c2c1C,96,6,0.9,102,1,-6,0.5,4,0.62,7
O=C(Nc1cccnc1N1CCOCC1)c1ccco1,94,5,0.7,98,-11,1,-0.2,4,0.96,9
NC(=O)c1ccccc1N/C=C/C(=O)c1ccc(Cl)cc1,91,60*,0.3,50,-10,1,-0.5,9,6.9*,148*
O=C1CC(N2CCC(c3nc4ccccc4o3)CC2)C(=O)N1c1ccc(F)cc1 (configuration not stated),104,7,0.0,98,10,-4,-0.4,-8,1.2,-2
CN1C2C=C3C(C#N)=C(N)C(C#N)(C#N)C(c4ccc(Br)cc4)C3C1CC2 (configuration not stated),103,0,0.4,102,-21,7,-0.1,-3,1.2,-2
CC(c1ccccc1)N1CCn2c(nc3cc(NS(C)(=O)=O)ccc32)C1 (configuration not stated),97,3,-0.3,106,-2,0,0.4,3,1.1,-5
COc1ccccc1C(=O)C1CCCN(Cc2cccc3nccnc23)C1 (configuration not stated),97,9,0.3,96,4,1,-0.3,1,1,-17
CC(Nc1n[nH]c(=O)[nH]c1=O)C(=O)N/N=C/c1cccs1 (configuration not stated),100,3,0.1,102,4,2,0.6,-4,1.2,3
COc1ccc(CCNC(=O)c2cnn(-c3ccc(C)c(C)c3)c2NC(=O)c2ccco2)cc1OC,95,2,-0.8,98,-10,-2,-0.3,5,0.96,-6
CCOC(=O)c1cn2c3c(c(F)c(F)cc3c1=O)SC(N1CCOCC1)=N2,101,-5,-0.4,106,4,x,0.1,-2,x,15
CCOC(=O)c1[nH]c(C)c(C(=O)N2CCOCC2)c1C,100,11,-2.1,98,0,3,-0.1,0,0.97,4
Cc1cccc(N2CCN(C(=O)C(NS(=O)(=O)c3cccs3)c3ccccc3)CC2)c1C (configuration not stated),103,6,0.3,95,-9,3,0.0,-3,0.75,9
Cc1ccccc1S(=O)(=O)Cc1ccc(C(=O)NCCN2CCN(Cc3ccccc3)CC2)o1,107,4,0.3,100,-11,-1,-0.1,-10,0.71,5
Nc1cccc(C(=O)O)c1,91,8,0.0,95,13,-2,-0.3,10,1.4,2
O=C(COc1cccnc1[N+](=O)[O-])Nc1ccc(N2CCOCC2)cc1,97,23,-0.2,84,15,6,-0.2,2,1.2,9
Cc1ccn(C(=O)c2cc3c(C)nn(-c4ccccc4)c3s2)n1,102,10,2.5,95,-6,-1,-0.2,-2,1.2,-12
CC(C)CN1C(=O)C(=O)N(CC(=O)NC2CCCc3ccccc32)C1=O (configuration not stated),101,-1,-0.6,105,3,-2,-0.2,0,0.96,17
CCOc1cc(C2C(C(=O)N3CCOCC3)=C(C)NC3=C2C(=O)CCC3)ccc1O (configuration not stated),104,1,1.0,100,4,1,-0.1,-4,1,8
COC(=O)c1sccc1-n1cccc1C(=O)N1CCOCC1,92,4,-8.4,98,-7,-6,-0.1,8,1.2,19
CN(Cc1ccccc1)C(=O)c1nc2ccccn2c1CN1CCCC1c1nccs1 (configuration not stated),91,6,-0.4,98,0,1,-0.1,8,1.4,2
CCNC(=O)CN1C(=O)NC2(CCCCCC2)C1=O,102,3,-0.1,103,0,2,-0.2,-2,1.5,-12

# Random excerpt: 2 records from the list
SMILES,STAT1 act,STAT3 blocker,DTT redox prof,STAT3 activator,TLR4-MyD88 BLA,Efa HMGR inh,Hsp70 act,STAT1 inh,NF-kB expr up,APP 5'UTR act
CC(Nc1n[nH]c(=O)[nH]c1=O)C(=O)N/N=C/c1cccs1 (configuration not stated),100,3,0.1,102,4,2,0.6,-4,1.2,3
Cc1ccn(C(=O)c2cc3c(C)nn(-c4ccccc4)c3s2)n1,102,10,2.5,95,-6,-1,-0.2,-2,1.2,-12

# Next part.
SMILES,STAT1 act,STAT3 blocker,DTT redox prof,STAT3 activator,TLR4-MyD88 BLA,Efa HMGR inh,Hsp70 act,STAT1 inh,NF-kB expr up,APP 5'UTR act
CSc1ccccc1NC(=O)c1cc2ncc(Br)cn2n1,142*,18,-0.3,91,0,-4,-0.3,-49,1.5,73
CCOC(=O)c1cc(CC)sc1N1C(=O)CC(Sc2ccccc2C(=O)O)C1=O (configuration not stated),100,8,-0.1,97,7,-1,-0.2,-4,0.93,-1
O=C(CCc1nnc(CCCCc2ccccc2)o1)N1CCC(N2CCCC2)CC1,99,3,-0.1,102,-4,-8,0.0,1,1.1,20
CC1(C)Cc2c(sc3nc4n(c(=N)c23)CCC4)CO1,97,13,2.1,92,15,-1,-0.3,4,1.2,23
CC(=O)c1cccc(NC(=O)COC(=O)COc2ccc(Cl)cc2)c1,101,-4,0.1,105,-12,-4,-0.1,-3,1.2,10
COc1ccc(CNc2nc(-c3ccccc3)nn2C(=O)c2cccs2)cc1,107,25,0.0,79,-1,0,-0.1,-4,1.1,-6
COc1ccc(OC)c(C2CC(=O)Nc3cc(OC)c(OC)c(OC)c32)c1 (configuration not stated),88,18,0.1,85,-2,1,0.0,18,1.1,-11
Cn1nc(C(F)(F)F)c2cc(C(=O)N3CCOCC3)sc21,102,-2,0.0,105,-14,5,0.2,-6,0.92,14
COc1ccc(OC)c(NC(=O)c2ccc(-n3cccn3)nc2)c1,98,33,0.3,80,0,1,-0.5,3,0.7,10
Cc1ccc(OCCN2C(=O)S/C(=C\c3ccc(C)o3)C2=O)cc1,96,-4,0.8,101,-2,5,0.0,4,0.94,3
CCN(C(=O)COC(=O)CNC(=O)c1ccc(C)c(C)c1)C1CCS(=O)(=O)C1 (configuration not stated),106,4,0.1,95,-20,3,-0.2,-7,1.2,2
CCc1ccc2[nH]c(=O)c(C(c3nnnn3CC3CCCO3)N3CCCc4ccccc43)cc2c1 (configuration not stated),97,-16,-3.0,120,5,-3,-0.3,5,1.1,18
Cc1ccc(-c2cc(C(=O)NCc3cn(C)nc3C)c3cc(Br)ccc3n2)cc1,100,8,-0.4,94,-6,1,-0.2,-1,1.1,13
COc1ccc(N2CCN(c3oc(COc4ccccc4Cl)nc3C#N)CC2)cc1,101,-1,0.4,107,3,-1,-0.2,0,1.2,-8
O=C1CN(CC(=O)Nc2ccc(Cl)cc2)CCN1,118,0,0.0,103,-6,-4,0.2,-20,1.1,8
CCCC(=O)NC(C)c1nc2ccccc2n1CC (configuration not stated),99,7,-0.9,98,2,0,-0.3,1,1.2,-17
Cc1cc(C)n2nc(C(=O)Nc3cccnc3)nc2n1,103,4,-1.3,100,4,-3,-0.3,0,1.1,-1
CCN(CC)C(=O)C1CCCN(Cc2ccccc2C(F)(F)F)C1 (configuration not stated),98,8,-2.0,97,11,0,0.1,3,1.2,11
Cc1ccc(CNC(=O)C2CCCN(c3nc4ccccc4o3)C2)cc1 (configuration not stated),102,0,0.4,100,-12,0,0.0,-3,1.1,-11
O=C(O)c1cc(-c2ccco2)nn1-c1cccc(Cl)c1,100,-4,-1.1,105,-3,-3,-0.1,-1,1.4,27
CCOC(=O)c1[nH]c2ccc(OC)cc2c1NC(=O)c1ccc(OC)c(OC)c1,106,-12,1.2,114,0,0,-0.5,-7,0.51,-10
CC1CN(C(=O)C2(C)CC2(Cl)Cl)CC(C)O1 (configuration not stated),89,2,0.0,102,-17,1,-0.2,12,1.7,-16
Cc1nc2ccc(NC(=O)c3cc(S(=O)(=O)N4CCOCC4)ccc3C)cc2s1,90,-7,0.0,106,-12,-4,-0.1,11,0.81,0
CSc1ncccc1C(=O)OCc1ccc(COC(=O)c2cccnc2SC)cc1,97,-18,0.2,113,-10,-5,-0.3,3,1.3,x
Cc1nc2c(N=Nc3ccccc3F)c(N)nn2c(N)c1C#N,166*,-16,-1.5,117,8,1,0.3,-71,0.77,-8
COc1ccc(CN(C(=O)c2cnccn2)C(C(=O)Nc2ccc(F)cc2)c2ccccc2)cc1 (configuration not stated),104,1,0.9,100,3,6,-0.1,-4,0.34,-3
C=CC[n+]1c(C)csc1Nc1ccc(C(=O)O)cc1,104,10,-0.3,100,-16,-3,-0.3,-6,0.98,6
CC1CN(C(=O)c2cc(F)c(F)cc2Cl)CC(C)O1 (configuration not stated),96,-1,2.4,105,14,x,-0.1,5,x,12
O=C(NNC(=O)c1cccc(S(=O)(=O)N2CCN(c3ccccc3)CC2)c1)c1ccc(Cl)cc1,99,6,0.4,97,1,0,-0.5,1,1.2,14
COc1ccc(CC(=O)N2CCN=C2SC)cc1,100,9,-1.0,99,-19,2,-0.1,0,1.2,1
CCOC(=O)c1cnn(-c2ccccc2)c1-n1cccc1C(=O)C(=O)N(C)C,104,9,-0.4,100,-13,-1,0.1,-4,1.1,12
CNC(=O)C(Sc1ccccc1)c1ccccc1 (configuration not stated),97,8,0.1,99,-2,-1,-0.2,2,1.2,-37
CCOC(=O)CN1C(=O)c2ccccc2C1=O,99,3,0.6,100,-1,-1,-0.3,1,1.4,4
CCOC(=O)COc1cccc2c(=O)n(CC(=O)N3CCC(C)CC3)ccc12,96,x,0.4,x,-15,-1,0.2,3,0.94,-5
O=C(CSc1ccccn1)Nc1ccc(Br)cn1,106,11,1.1,92,2,-3,0.2,-13,1.6,-7

# Random draw from the library, and some 5.6% of all compounds hit somewhere here.
